Screens as filed in PubChem BioAssay.
Autophagy mod = modulators of autophagy. AID 463193. calls only at 10 µM (by protocol). MEF GFP-LC3 puncta imaging; test concentration mostly 10 µM. actives 0.98% (n = 190,000);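 active = percentage of spot-positive cells more than 3 SD above its plate mean, without a fluorescence outlier flag or 80% toxicity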;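 also: spot-positive cell cutoff set from DMSO-treated cells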
T cell HTS = T cell immune modulation candidate | 2C CD8+ T cell-vesicle binding, flow cytometry; active compounds read low | calls only at 7 µM | actives 0.068% (n = 330,000);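 active = response, share of CD8 T cells binding vesicles, and their 90th percentile fluorescence all below set limits, cut at about 80% in these data, passing the limit was not always enough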
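Read-out – percent CD8+ FL2 mean versus row control · System – murine 2C transgenic CD8+ T lymphocytes · Times – 1.5 h cell–vesicle binding at 37 °C, then 20 min icy labelling · Control set – naked vesicles low, QL9 vesicles with vehicle high · Detection – cytometric PE anti-B7-1 and Alexa647 anti-CD8 signals after 1% paraformaldehyde fixation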
Yfh1-off respiration = mitochondrial function rescue without frataxin homolog – Friedreich's ataxia, plus single-dose screen, dose response (AID 1465). actives 0.074% (n = 220,000). fold induction at 50 µM; hits with a dose series show EC50 in µM. S. cerevisiae Yfh1-off respiration, WST-1 reduction, 72 h; higher fold induction means a stronger effect;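 active = fold induction of absorbance versus untreated yeast above a set limit, then at least 30% activation at any dose in follow-up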;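 also: activators that raise dye reduction in frataxin-depleted yeast; strong numbers were not always called active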
WT yeast gro inh = growth inhibition of WT yeast, mitochondrial fusion screen; mitochondrial fusion phenotypic screen, WT strain; inhibition, % at 10 µM; actives 2.1% (n = 190,000); AID 1362; in the data active = inhibition above about 58%; tested in S. cerevisiae
b-catenin transl = alters nuclear translocation of beta-catenin in HeLa cells. immunofluorescence imaging. nuclear translocation activity, % at 5 µM. actives 0.3% (n = 190,000);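 active = nuclear translocation activity above 50% at 5 µM, with a well cell count of 50 or more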;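 also: per-cell ratio of nuclear to cytoplasmic median beta-catenin stain intensity; plate controls were DMSO negative control for no effect and GSK-3 inhibitor IX positive control for full effect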
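System: Human HeLa cells, endogenous beta-catenin | Compound dosing: 5 µM primary, 0.02–20 µM confirmation | Timing: 24 h compound exposure at 37°C, 5% CO2 | Measured by: Fluorescence imaging of beta-catenin antibody stain plus DAPI | Read-out basis: % activation of per-cell nuclear versus cytoplasmic median beta-catenin signal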
Dynein cargo inh = dynein cargo transport inhibition; 3617.4 mouse cells, GR-EGFP nuclear translocation imaging; test concentration mostly 20 µM; stimulated with dexamethasone, 1 µM; active compounds read low; z-score, hits read low; actives 0.47% (n = 220,000);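 active = plate z-score of nuclear minus cytoplasmic receptor signal below a set negative limit, without overly bright fluorescence or cell loss, cut at about -3.5 in these data, passing the limit was not always enough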;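 also: z-score of nuclear minus cytoplasmic ring GR-EGFP intensity difference per well; some compounds called inactive have numbers as strong as hits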
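Medium: Induction medium lacking tetracycline, stripped serum | Probe or stimulus: 1.0 µM final dexamethasone stimulus | Schedule: 48 h induction, then 1 h compound, then 30 min agonist, 37 °C | Signal: Automated 10x imaging of fixed Hoechst-stained cells | Evaluation: Per-cell GR-EGFP intensity, nucleus versus surrounding cytoplasmic ring, well-averaged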
M1AAP inhibition = P. falciparum M1AAP inhibitors, biochemical, fluorogenic H-Leu-NHMec substrate, 1536-well (AID 1445) | inhibition, % at 30 µM, or IC50 in µM where a hit was titrated | recombinant M1AAP, H-Leu-NHMec fluorogenic kinetic assay; higher % means a stronger effect | actives 0.42% (n = 220,000);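 active = primary inhibition above the hit cutoff, then over 50% inhibition at one or more dose response concentrations, cut at about 23% in these data, passing the limit was not always enough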;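 also: plate controls were DMSO full reaction for no effect and no enzyme background for full effect; strong numbers were not always called active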
P. falciparum M17LAP = P. falciparum M17LAP inhibitors, primary screen, biochemical, fluorogenic H-Leu-NHMec substrate, 1536-well (AID 1619); recombinant M17LAP, H-Leu-NHMec fluorogenic kinetic assay; higher % means a stronger effect; one-dose inhibition, % at 30 µM; IC50 in µM for titrated hits; actives 0.38% (n = 220,000);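 active = compound inhibiting the enzyme by more than half at any dose during confirmatory dose-response retesting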;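 also: plate controls were full reaction with DMSO carrier for no effect and no enzyme background for full effect; strong numbers were not always called active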
MT stabilize HCS = microtubule stabilizers in HeLa cells; HeLa tubulin immunostaining HCS, 24 h; share of cells brighter than vehicle mean+2SD; % tubulin-high responders, % at 10 µM; actives 0.83% (n = 200,000); AID 2205;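 active = plate Z-score above 3 for both tubulin-high and condensed-nucleus cell shares, with cell loss under 80%, at 10 µM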;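 also: anti alpha tubulin signal scored within the nucleus-defined area of each cell; some results filed as inactive read as strong as hits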
WT yeast gro inh mutant strain = recorded beside WT yeast gro inh, whose call it bears; inhibition, %; mitochondrial fusion phenotypic screen, mutant strain inhibition
Dynein cargo inh cytoplasmic EGFP = further read-out of Dynein cargo inh, marked with its call; z-score; measured here: cytoplasmic GR-EGFP intensity; active compounds read high
Dynein cargo inh nuclear GR-EGFP = further read-out of Dynein cargo inh, marked with its call; z-score; measured here: nuclear GR-EGFP intensity;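 lower value marks the stronger effect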
Dynein cargo inh cell count = also measured in Dynein cargo inh; calls as there; z-score; measured here: cell count per field
b-catenin transl cell count 5 µM = recorded beside b-catenin transl, whose call it bears; cell count; measured here: cell count, cytotoxicity flag
T cell HTS vesicle-bound % = also measured in T cell HTS; calls as there; double positive events, %; measured here: CD8+ vesicle-bound cell fraction;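 binding gate set so that unloaded-vesicle control wells show 10% double positive cells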
MT stabilize HCS Hoechst-high % = recorded beside MT stabilize HCS, whose call it bears; % Hoechst-high responders; measured here: nuclear condensation Hoechst responders;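 share of cells brighter than vehicle mean plus two SD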
MT stabilize HCS cytotoxicity % = also measured in MT stabilize HCS; calls as there; toxicity, %; measured here: cytotoxicity by cell density;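 0% = mean cell density of plate MIN control wells and 100% = no cells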
Autophagy mod cell loss 18 h = recorded beside Autophagy mod, whose call it bears; toxicity, %; measured here: cell loss, nuclei count;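 cell loss after 18 h compound exposure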
* hit, by the source's call; i = inactive; . = no result given.

Every second line gives: Autophagy mod	Autophagy mod cell loss 18 h	T cell HTS	T cell HTS vesicle-bound %	Yfh1-off respiration	WT yeast gro inh	WT yeast gro inh mutant strain	b-catenin transl	b-catenin transl cell count 5 µM	Dynein cargo inh	Dynein cargo inh cytoplasmic EGFP	Dynein cargo inh nuclear GR-EGFP	Dynein cargo inh cell count	M1AAP inhibition	P. falciparum M17LAP	MT stabilize HCS	MT stabilize HCS Hoechst-high %	MT stabilize HCS cytotoxicity %
- CC1CN(C2CCN(S(=O)(=O)c3ccc4ccccc4c3)CC2)CC(C)O1 (stereo unspecified)
  i	4	i	30	i	27	48	-1.8	1209	-0.32	-0.12	0.08	0.35	-2%	5%	7.6	2.3	3.2
- O=C(COc1ccccc1C(=O)O)Nc1nc2ccc([N+](=O)[O-])cc2s1
  .	.	i	34	i	.	.	-1.4	1177	1.5	0.62	0.68	-0.74	1%	1%	.	.	.
- O=c1c2ccccc2nc(COc2ccccc2)n1/N=C/c1cc([N+](=O)[O-])ccc1O
  i	0	i	11	i	-6	10	3.0	970	-0.48	-0.31	-0.34	0.73	19%	-7%	6.1	1.7	3.4
- CCn1c(SCC(=O)NC(C)(C)C)nnc1-c1ccoc1C
  i	10	i	29	i	-7	1	0.7	499	-0.24	-0.25	-0.048	1.2	0%	3%	2.4	2.5	6.0
- CCN(CC)C(=O)c1ccc2c3c(cccc13)C(=O)N(CCc1ccc(OC)c(OC)c1)C2=O
  i	4	i	44	i	13	7	-0.8	1080	-0.34	-0.24	0.18	0.41	9%	6%	3.6	3.6	8.3
- O=C(NCc1ccccc1)c1ccc(Br)o1
  i	-7	i	43	i	-12	-9	.	.	0.57	-0.3	0.57	0.5	9%	13%	4.1	2.8	8.9
- COCCCNC(=O)C1CCC(CNS(=O)(=O)c2ccc(Cl)cc2)CC1 (stereo unspecified)
  i	-2	i	53	i	-13	-18	1.2	1022	0.14	-0.3	0.2	0.089	7%	-10%	1.7	2.9	3.8
- Cc1cc(Cl)ccc1C(=O)C1CCCN(C(=O)c2cscn2)C1 (stereo unspecified)
  i	-12	i	46	i	6	15	-2.1	1055	2.6	-0.23	1	-1.2	-7%	-2%	3.5	1.4	2.6
- Cc1cc(Oc2ccccc2)nc(SCC(=O)Nc2ccc(Cl)c(Cl)c2)n1
  i	-2	i	21	i	57	-3	.	.	-0.88	-0.099	-0.45	0.78	-4%	3%	3.4	3.2	8.4
- C=CCn1c(SCC(=O)NC(=O)NCCC)nnc1C1CCCCC1
  i	2	i	52	i	-1	-10	.	.	1.8	0.024	0.95	-1.4	4%	8%	4.8	1.3	5.8
- Cc1ccc(NN=Nc2nc3c([nH]2)c(=O)n(C)c(=O)n3C)cc1
  i	-3	i	47	i	5	3	-1.9	1126	2.5	-0.0052	1.5	-1.1	-1%	18%	9.1	2.0	0.8
- O=C(/C=C/c1ccco1)NCC(=O)N/N=C/c1ccccc1[N+](=O)[O-]
  i	37	i	49	i	7	6	.	.	-0.14	-0.0074	0.087	0.32	3%	3%	2.6	1.7	5.3
- Nc1nc(SCC(=O)NCCC(c2ccccc2)c2ccccc2)n[nH]1
  i	7	i	45	i	10	10	-1.0	1155	-0.2	-0.18	-0.099	0.6	-2%	1%	2.7	2.6	8.1
- O=C(N/N=C/c1ccco1)c1ccc(OCc2ccccc2)cc1
  .	.	i	41	i	.	.	-4.2	1120	0.033	-0.24	-0.00028	-0.8	7%	4%	.	.	.
- O=C(NC(=S)Nc1ccccc1O)c1ccccc1Cl
  i	24	i	20	i	12	12	1.8	1475	0.19	-0.31	0.4	-0.069	10%	9%	4.7	1.9	4.3
- CCc1ccc(NC(=O)N(Cc2ccco2)C(C)c2cccs2)cc1 (stereo unspecified)
  i	0	i	0	i	2	-5	-1.6	1434	-1	-0.18	-1.1	1.2	3%	15%	2.1	2.4	8.3
- Fc1ccccc1-c1csc(=Nc2cccnc2)n1CC1CCCO1 (stereo unspecified)
  i	6	i	4	i	2	-25	.	.	0.33	-0.27	-0.075	-0.77	14%	0%	3.0	2.6	7.2
- CCN=C1SC(CC(=O)Nc2ccc3c(c2)OCO3)C(=O)N1CC (stereo unspecified)
  i	3	i	43	i	5	1	-0.5	1481	0.52	0.0033	0.24	0.48	2%	-6%	3.4	1.5	6.4
- O=S(=O)(c1ccc2c(c1)OCCO2)N1CCC(c2nc3ccccc3s2)CC1
  i	-4	i	15	i	0	4	-0.8	945	0.9	-0.3	0.54	0.43	3%	-9%	4.6	0.8	7.5
- CN(C)S(=O)(=O)NC(c1ccccc1)c1ccccc1
  i	5	i	30	i	19	24	0.6	1011	-0.68	-0.065	-0.045	-0.32	-1%	-9%	2.1	3.1	38
- CCc1ccc(C(C)NC(=O)c2cc(C)oc2C)cc1 (stereo unspecified)
  i	-3	i	23	i	10	18	.	.	-0.99	2.2	-0.48	-3.2	1%	21%	3.4	1.4	4.1
- CCC(C)NC(=O)Cc1c(OC)ccc2cc(Br)ccc12 (stereo unspecified)
  i	14	i	53	i	-8	4	-0.5	1558	-0.57	-0.17	0.052	0.45	-1%	5%	5.0	2.6	8.5
- O=C(NNc1c(Cl)cc(Cl)cc1Cl)C1CCC1
  i	-2	i	4	i	0	-16	.	.	0.044	0.38	0.035	-0.45	0%	-12%	2.9	2.2	8.9
- CC(C)Cc1ccc(S(=O)(=O)Nc2ccccn2)cc1
  .	.	i	58	i	.	.	1.6	1293	2.2	-0.15	1.6	-1.4	4%	-6%	.	.	.
- COC(=O)c1sccc1N/N=C/c1ccc(OC)c(OC)c1OC
  i	-4	i	15	i	7	-1	-1.2	926	-0.89	0.37	-0.67	0.68	6%	3%	1.9	2.4	11
- COc1ccc2c(c1)cc1n2CCN2CCCN=C12
  i	-5	i	16	i	13	2	-1.2	1125	0.76	-0.13	0.4	-1.3	-13%	-9%	4.4	1.5	9.9
- Cc1cccc(OCc2nc(C#N)c(N3CC(C)CC(C)C3)o2)c1 (stereo unspecified)
  i	6	i	58	i	15	-12	.	.	0.039	0.061	0.3	-0.72	1%	-2%	3.3	2.4	6.7
- Cc1ccc(-c2nc3[nH]c(=O)cc(NC(=O)C(C)C)n3n2)cc1
  .	.	i	43	i	.	.	-0.3	1318	-1.1	-0.22	0.17	0.64	1%	9%	.	.	.
- O=C(/C=N/O)NCc1ccncc1
  i	0	i	37	i	23	15	.	.	2.4	-0.16	1.8	-1.8	3%	-7%	5.5	1.3	7.8
- O=C(CCS(=O)(=O)c1ccc(Cl)cc1)OCC(=O)N1CCCCC1
  i	5	i	14	i	-6	4	-2.3	993	-0.59	-0.15	0.15	0.26	0%	3%	1.7	2.7	8.2
- N#Cc1c(C#N)c(-c2ccccc2)n(-c2ccccc2)c1N
  i	6	i	46	i	-34	7	0.4	833	1.4	-0.029	0.69	-0.99	4%	0%	4.3	1.9	2.0

3 entries out of the list above, sorted by their value in Dynein cargo inh nuclear GR-EGFP, lowest first:
Structure | Dynein cargo inh nuclear GR-EGFP
CCc1ccc(NC(=O)N(Cc2ccco2)C(C)c2cccs2)cc1 (stereo unspecified) | -1.1
CCC(C)NC(=O)Cc1c(OC)ccc2cc(Br)ccc12 (stereo unspecified) | 0.052
O=C(CCS(=O)(=O)c1ccc(Cl)cc1)OCC(=O)N1CCCCC1 | 0.15
